E coli growth = bacterial growth inhibition, counter-screen for AddAB inhibitors; E. coli V3065 growth, OD600 absorbance, 18 h; inhibition, % at 11.9 µM; 0.27% of 330,000 active;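 active means inhibition above the campaign's mean inhibition across all tested compounds plus 3 SD, cut at about 9.9% in these data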;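 further: uninfected addAB+ strain grown without phage in ampicillin broth; 0% = DMSO wells and 100% = ciprofloxacin 0.95 µg/ml wells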
AddAB inh = less growth of phage-infected E. coli with AddAB; AID 435030; E. coli expressing H. pylori AddAB, absorbance growth; inhibition, % at 11.9 µM; 0.29% of 330,000 active; in the data active means inhibition above about 12%;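 further: 0% = vehicle wells of infected cells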
Tat transport = blocks Tat-dependent protein export in E. coli | E. coli MC4100 TorA-mCherry Tat export, fluorescence | inhibition, % at 10 µM | 0.036% of 340,000 active | AID 488895;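 active means mean replicate inhibition at least 50% and at least half of replicates individually reaching 50%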;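 further: exported cargo escapes ClpAP degradation while cytoplasmic cargo is degraded and loses fluorescence; 0% = median of neutral control wells and 100% = median of NaSCN control wells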
Arr AP2 block = blocks beta-arrestin peptide binding to AP2 adaptin; FITC-arrestin peptide / GST-AP2 beads, flow cytometry; AP2 beta2 appendage carries R879A mutation; inhibition, % at 10 µM; 0.31% of 340,000 active; AID 504490;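 active means inhibition above a set limit, near 3 SD of compounds lacking own fluorescence, cut at about 54% in these data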;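 further: plate controls were DMSO wells for no effect and 5 µM unlabelled arrestin peptide for full effect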
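Test system: GST-tagged AP2 beta2-adaptin appendage (R879A) on 4 µm glutathione beads; also added: fluorescein-tagged arrestin peptide at 50 nM final; timing: 12 min plus 1 h, RT; signal: flow cytometry, FL1 (488/535 nm); read-out: percent drop in bead-associated FITC signal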
SUMO Mot1 rescue = inhibitors of SUMOylation pathway: yeast Mot1-301 growth rescue; S. cerevisiae Mot1-301 growth rescue, ATP luminescence, 38.5C; percent above DMSO median, 100 means doubled; growth rescue, % at 18.8 µM; 1% of 320,000 active;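 active means every valid replicate shows activation above 250% relative to neutral control wells; inactive means the rest, any valid replicate at or below 250%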;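 further: OY570 slx delta 5 strain wells were the positive control but not used for scaling; some compounds called inactive have numbers as strong as hits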
DSG3 Ab inh = blocks pemphigus antibody binding to human desmoglein-3; 0.48% of 310,000 active; DSG3-coupled beads, scFv-anti-DSG3-GFP binding, flow cytometry; active compounds read low; P32926; AID 588358; binding (percent of control), % at 10 µM;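 active means binding more than 3 SD below its plate's average and above zero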;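 further: hits lower antibody fragment binding to DSG3; some compounds called inactive have numbers as strong as hits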
Target sequence (P32926 whole entry, looked up, the tested form may be a part): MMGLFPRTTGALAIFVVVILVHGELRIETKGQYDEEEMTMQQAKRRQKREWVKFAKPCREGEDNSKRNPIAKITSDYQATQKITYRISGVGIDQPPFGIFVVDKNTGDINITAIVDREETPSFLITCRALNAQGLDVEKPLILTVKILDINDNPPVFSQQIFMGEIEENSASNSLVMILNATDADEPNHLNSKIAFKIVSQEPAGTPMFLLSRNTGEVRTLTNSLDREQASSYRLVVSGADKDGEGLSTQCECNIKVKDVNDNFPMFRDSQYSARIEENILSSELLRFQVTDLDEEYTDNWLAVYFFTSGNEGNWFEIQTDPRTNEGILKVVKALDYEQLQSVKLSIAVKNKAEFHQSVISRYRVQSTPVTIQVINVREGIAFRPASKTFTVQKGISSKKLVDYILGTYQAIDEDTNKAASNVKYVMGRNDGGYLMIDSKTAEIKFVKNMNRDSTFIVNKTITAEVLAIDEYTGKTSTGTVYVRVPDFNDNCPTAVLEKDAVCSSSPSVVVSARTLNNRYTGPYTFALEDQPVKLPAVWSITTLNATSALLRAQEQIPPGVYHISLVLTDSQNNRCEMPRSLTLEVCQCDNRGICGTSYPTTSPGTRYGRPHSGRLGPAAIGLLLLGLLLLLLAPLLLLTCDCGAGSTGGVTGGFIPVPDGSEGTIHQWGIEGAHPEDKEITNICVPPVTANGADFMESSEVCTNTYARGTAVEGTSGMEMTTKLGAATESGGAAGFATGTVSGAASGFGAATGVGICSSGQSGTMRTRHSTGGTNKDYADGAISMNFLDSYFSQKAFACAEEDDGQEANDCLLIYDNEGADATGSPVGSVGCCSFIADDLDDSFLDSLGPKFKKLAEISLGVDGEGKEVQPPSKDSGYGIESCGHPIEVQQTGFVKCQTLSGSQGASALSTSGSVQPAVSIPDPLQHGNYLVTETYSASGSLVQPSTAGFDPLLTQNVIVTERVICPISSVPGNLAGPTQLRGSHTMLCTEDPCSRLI
MOR-DOR ag = agonists of human mu-delta opioid receptor heterodimerization | P35372+P41143 | cells, OPRM1-OPRD1 heterodimerization, luminescence | activation, % at 9.3 µM | 0.3% of 340,000 active | AID 504326; in the data active means activation above about 18%;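 further: 0% = vehicle-treated cells and 100% = reference agonist; values of inactives mirror those of a sister screen read the other way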
PfHsp90 set2 = inhibits growth of yeast expressing Plasmodium falciparum Hsp90; 0.32% of 310,000 active; AID 504621; inhibition, % at 9.4 µM; S. cerevisiae expressing PfHsp90, BacTiter-Glo ATP, 48 h; yeast lacking PDR1 and PDR3 efflux regulators;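 active means every replicate shows inhibition above about 80%, whatever the replicate mean, limit read from the data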;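 further: 0% = DMSO neutral controls and 100% = 20 µM radicicol positive controls; yeast relying on Plasmodium falciparum Hsp90 in place of its own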
MOR-DOR inv ag = inverse agonist of human OPRM1-OPRD1 heterodimerization; cell-based MOR-DOR heterodimer luminescence, inverse agonism; inhibition, % at 9.3 µM; 0.21% of 340,000 active; AID 504357; P35372+P41143; in the data active means inhibition above about 22%, passing the limit was not always enough;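 further: 0% = cells with DMSO and 100% = wells without cells with DMSO; values of inactives mirror those of a sister screen read the other way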
PKA-R1A activ = activators of PKA-R1A complex. PKA-R1A dissociation, Cy5-IP20 fluorescence polarization; scaled: DMSO 0%, 113 µM cGMP 100%. P00514+P68181. 0.083% of 340,000 active. activation, % at 11.4 µM;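 active means percent activation above the mean of all tested compounds plus 3 SD, cut at about 19% in these data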;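 further: higher means more PKAc released from R1A so a rise in polarization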
phage Ecoli inh = E. coli growth loss with phage present; growth absorbance; inhibition, % at 11.9 µM; 0.26% of 360,000 active; AID 651602; in the data active means inhibition above about 11%
* hit, by the source's call; . = no result given. Not a hit list; any-hit rate near 2.8%.

The line under a structure holds: MOR-DOR inv ag	DSG3 Ab inh	MOR-DOR ag	AddAB inh	SUMO Mot1 rescue	Tat transport	PfHsp90 set2	phage Ecoli inh	PKA-R1A activ	E coli growth	Arr AP2 block
O=C(c1cc2ccccc2oc1=O)N1CCCN(C(=O)c2cc3ccccc3oc2=O)CC1
→ 16	95	-3.1	.	.	-2	-4	2.8	3	.	-2
CN1/C(=C\C=N\NC(=O)c2ccc(O)cc2)C(C)(C)c2ccccc21
→ 12	119	-2.2	1.4	-5	-8	-34	2.6	5	-0.4	11
COc1ccc(-c2nc(C#N)c(NCCc3ccccc3)o2)cc1
→ -19	102	3.1	0.8	-14	1	.	2.6	-2	-0.8	11
O=C(c1ccc(N2C(=O)C3CC=C(Cl)CC3C2=O)cc1)N1CCCCC1 (stereo not drawn)
→ 13	103	-2.3	0.1	1	-7	5	3.3	1	-1.9	13
Cc1ccc(S(=O)(=O)N2CCN(C(=O)c3cc4c(C)nn(-c5ccccc5)c4s3)CC2)cc1
→ -2	96	0.4	0.4	-3	-1	.	2.7	2	-3.3	-7
Cc1nn(CC(=O)Nc2ccc(Cl)cn2)c(C)c1[N+](=O)[O-]
→ 13	100	-2.4	0.8	17	-3	-11	3.0	-17	-0.1	-3
CCOc1ccccc1-c1nc(-c2ccncc2)no1
→ 7	96	-1.2	2.4	14	-2	4	5.5	-2	-1.0	-11
CC(C)C(=O)N1CCN(c2ccccc2NC(=S)NC(=O)c2cccs2)CC1
→ 10	100	-2.0	3.3	-15	8	-11	3.7	-1	0.8	2
CS(=O)(=O)c1ccc(Cl)c(NC(=O)COC(=O)Cc2c[nH]c3ccccc23)c1
→ 4	102	-0.7	0.5	8	-7	10	2.9	3	0.1	-8
O=C(Nc1ccc(Cl)cc1)N1CCSCC1
→ 5	95	-0.8	1.3	.	-2	0	1.6	-4	-2.2	-13
CCCCOc1cccc(C(=O)Nc2ccc(S(=O)(=O)Nc3nnc(CC)s3)cc2)c1
→ 8	97	-1.8	1.7	-39	11	-12	0.7	0	-0.5	-1
CCN(CC)S(=O)(=O)c1ccc(Cl)c(C(=O)NCc2ccco2)c1
→ 5	98	-0.9	2.1	-9	-3	-1	2.3	-10	-1.7	26
CCN(CC(=O)Nc1cc(Cl)ccc1C)C(=O)COc1cccc2c1OC(C)(C)C2
→ 4	113	-1.3	-0.9	7	1	27	0.9	2	1.4	-4
Cc1ccc(NC(=S)N(CCN2CCOCC2)Cc2cc3cc4c(cc3[nH]c2=O)OCO4)cc1
→ 16	103	-3.0	1.4	-10	-9	-29	0.0	-6	1.1	8
Cc1ccc(N2C(=O)C3C(C2=O)C2C=CC3C23CC3)cc1 (stereo not drawn)
→ 9	93	-1.8	-0.8	-3	1	.	1.2	5	1.2	1
CC(c1nnc(SCC(=O)Nc2sccc2C#N)n1-c1ccc(Cl)cc1)N(C)C (stereo not drawn)
→ 3	99	-0.5	1.2	16	-9	-7	3.1	-4	0.7	-4
Cc1cccc(C(=O)Nc2nnc(C3=COCCO3)o2)c1
→ 9	104	-1.9	-0.8	-14	-2	-1	-4.0	-2	-4.8	1
Cc1cc(N)n2ncc(-c3ccccc3)c2n1
→ 10	.	-1.7	-0.1	0	18	7	0.5	-5	0.7	4
COc1ccc(Cc2nnc(SCC(=O)Nc3c(C)cccc3C)[nH]c2=O)cc1
→ 6	111	-1.2	4.0	-4	-2	12	2.4	-5	2.0	-3
O=C(CN1C(=O)NC(Cc2ccccc2)C1=O)Nc1ccc(OC(F)(F)F)cc1 (stereo not drawn)
→ 3	100	-0.6	0.4	-5	-2	-10	0.6	-5	-0.7	-16

Seven successive entries already listed, for reference:
The line under a structure holds: MOR-DOR inv ag	DSG3 Ab inh	MOR-DOR ag	AddAB inh	SUMO Mot1 rescue	Tat transport	PfHsp90 set2	phage Ecoli inh	PKA-R1A activ	E coli growth	Arr AP2 block
Cc1ccc(NC(=S)N(CCN2CCOCC2)Cc2cc3cc4c(cc3[nH]c2=O)OCO4)cc1
→ 16	103	-3.0	1.4	-10	-9	-29	0.0	-6	1.1	8
Cc1ccc(N2C(=O)C3C(C2=O)C2C=CC3C23CC3)cc1 (stereo not drawn)
→ 9	93	-1.8	-0.8	-3	1	.	1.2	5	1.2	1
CC(c1nnc(SCC(=O)Nc2sccc2C#N)n1-c1ccc(Cl)cc1)N(C)C (stereo not drawn)
→ 3	99	-0.5	1.2	16	-9	-7	3.1	-4	0.7	-4
Cc1cccc(C(=O)Nc2nnc(C3=COCCO3)o2)c1
→ 9	104	-1.9	-0.8	-14	-2	-1	-4.0	-2	-4.8	1
Cc1cc(N)n2ncc(-c3ccccc3)c2n1
→ 10	.	-1.7	-0.1	0	18	7	0.5	-5	0.7	4
COc1ccc(Cc2nnc(SCC(=O)Nc3c(C)cccc3C)[nH]c2=O)cc1
→ 6	111	-1.2	4.0	-4	-2	12	2.4	-5	2.0	-3
O=C(CN1C(=O)NC(Cc2ccccc2)C1=O)Nc1ccc(OC(F)(F)F)cc1 (stereo not drawn)
→ 3	100	-0.6	0.4	-5	-2	-10	0.6	-5	-0.7	-16

Continued:
The line under a structure holds: MOR-DOR inv ag	DSG3 Ab inh	MOR-DOR ag	AddAB inh	SUMO Mot1 rescue	Tat transport	PfHsp90 set2	phage Ecoli inh	PKA-R1A activ	E coli growth	Arr AP2 block
Cc1cc(/C=N/NC(=O)c2ccc(O)cc2)c(C)n1CC(C)C
→ 15	97	-2.8	-2.4	-12	4	-12	2.6	-11	-1.5	8
CN(Cc1ccccc1)C(=O)c1ccc(NC(=O)Cc2ccc(NC(=O)C3CCCN(S(=O)(=O)c4cccc([N+](=O)[O-])c4)C3)cc2)cc1 (stereo not drawn)
→ -22	100	4.7	.	.	1	-7	2.6	10	.	-3
Cc1ccc2nc(Cl)c(C3CC(c4ccco4)=NN3S(C)(=O)=O)cc2c1 (stereo not drawn)
→ 3	104	-0.7	0.1	21	-13	11	4.0	-6	1.5	17
O=C1/C(=C\c2ccco2)SC(=S)N1Cc1ccccc1
→ -29	93	5.7	-0.5	13	-3	-19	-0.2	-11	-2.4	13
O=C(NC(=S)N1CCN(CCO)CC1)C12CC3CC(CC(C3)C1)C2
→ 7	106	-1.3	-0.8	-3	1	16	1.6	4	0.5	-9
O=c1c(-c2cccc(Cl)c2)c[nH]n1-c1ccccc1
→ 14	104	-3.1	2.0	-35	-5	5	3.0	-8	2.1	8
O=C(Nc1cccc(C(=O)N2CCCCC2)c1)c1ccccc1
→ 3	106	-0.6	.	.	0	27	2.3	3	.	8
C[C@H](NC(=O)c1nc[nH]c1C(=O)N[C@@H](C)C(=O)OC(C)(C)C)C(=O)OCc1ccccc1
→ -8	106	1.3	3.7	-5	14	3	2.1	-8	0.8	0
Cc1c(C)n2c(SCC(=O)N3CCCCC3)nnc2[nH]c1=O
→ 21	93	-4.2	-0.8	5	7	-1	3.0	5	-1.3	-11
Cc1csc(SCC(=O)NCc2ccccc2Cl)n1
→ 9	102	-1.8	2.0	-8	1	6	2.5	-14	1.1	15
CC(C)NC(=S)N/N=C/c1ccc2c(c1)OCCO2
→ 10	.	-2.0	1.4	0	-3	-19	0.1	-2	-0.3	6
COc1cc(NC(=O)c2cccnc2)c(Cl)cc1NC(=O)c1ccc(Cl)cc1
→ 8	.	-1.5	-0.5	-1	-1	-23	-2.8	3	0.5	5
CCN1CCN(C(=S)c2ccc(OCC(=O)NCc3ccccc3)cc2)CC1
→ 21	102	-4.2	-0.5	-13	-5	5	2.4	0	0.8	-43
O=C(NCc1ccccn1)c1ccc(CNS(=O)(=O)c2cccc(C(F)(F)F)c2)cc1
→ 16	100	-3.0	0.0	0	3	3	4.7	4	-1.7	7
CCCOc1ccc(-c2c(=O)n(O)c3ccccc3[n+]2[O-])cc1
→ -9	116	1.9	2.6	-10	-2	-1	-1.2	0	-0.1	9
O=C(CSc1nnc2ccc(-c3ccccn3)nn12)Nc1ccccc1
→ 7	101	-1.5	-1.5	-18	-3	-3	1.5	-1	-0.2	18
CCOC(=O)c1c(NC(=O)c2cccc(N3C(=O)CCC3=O)c2)sc(C)c1C
→ 12	102	-2.5	4.7	.	3	-32	0.9	-4	3.4	7
CC[n+]1c(/C=C/Nc2ccccc2)oc2ccc(OC)cc21
→ -1	155	0.3	0.6	-2	-6	21	5.0	6	1.8	58*
O=C(NC1CCCCC1)C1CCCN1S(=O)(=O)c1ccc(F)cc1 (stereo not drawn)
→ 6	96	-1.1	2.8	28	-9	16	-2.0	-7	-1.6	-10
CCC(CC)c1nnc(NC(=O)CS(=O)(=O)c2ccc(C)cc2)s1
→ 9	111	-1.6	0.2	-2	-4	-8	2.0	0	-1.1	11
COc1ccc(N2CCN(C(=O)c3cccc(NC4=NC5CS(=O)(=O)CC5S4)c3)CC2)cc1 (stereo not drawn)
→ 1	82	-0.2	1.8	-7	-7	-53	1.9	-1	-2.2	0
O=C(N/N=C/c1ccccn1)c1cc(-c2cccc3ccccc23)n[nH]1
→ -7	107	1.0	0.7	10	2	-20	2.4	3	-1.1	-14
CCN(CC)C(=O)c1cc2c(=O)n3cccc(C)c3nc2s1
→ 9	107	-1.9	0.5	2	5	-45	-0.6	2	-0.3	-6
Cc1ccc(S(=O)(=O)N(C)C)cc1NC(=O)COC(=O)COc1ccc2c(C)cc(=O)oc2c1
→ 18	89	-3.3	-2.0	10	-6	.	2.6	-8	-1.0	6
Cc1nc2sc(C(c3ccccc3)N3CCOCC3)c(O)n2n1 (stereo not drawn)
→ 11	123	-2.3	-1.1	5	1	8	3.7	4	1.6	-11
O=C1/C(=C/c2cccs2)SC(=S)N1c1cccc(O)c1
→ 0	93	-0.1	0.7	1	5	8	1.4	-8	-0.1	32
O=[N+]([O-])c1cc2c(cc1Br)CCN2
→ 20	102	-3.9	-1.6	-3	17	-21	3.5	-13	-0.6	11
Cc1nc(N2CCN(Cc3ccccc3)CC2)c(C#N)c2c1COC(C)(C)C2
→ -17	118	4.1	0.9	112	13	26	0.0	0	-2.0	-7

Bioassay records: PubChem, several laboratories
